hgDAF-12 ag: agonists of H. glycines DAF-12 nuclear receptor | HEK293 GAL4-hgDAF12 UAS-luciferase reporter, agonist luminescence; normalized to butyrate control | activation, % at 6.8 µM | 370,000 tested, 1.8% active | AID 687014;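 active = activation above a cutoff set at the mean of all screened compounds plus 3 SD, cut at about 10% in these data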;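 note: 0% = DMSO wells and 100% = sodium butyrate wells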
ssDAF12 agonist: activators of S. stercoralis DAF-12 nuclear receptor; activation, % at 6.8 µM; HEK293 ssDAF-12/GRIP1 lit1-tk-luc reporter, luminescence; % of 3 µM dafachronic acid response; 370,000 tested, 1% active;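 active = activation above the mean over all tested compounds plus 3 SD, cut at about 0.9% in these data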;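 note: 0% = DMSO-only wells and 100% = 3 µM delta7-dafachronic acid wells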
FXN GAA850 act: frataxin GAA850 promoter activation; HEK293 lucGAA850 FXN promoter luciferase reporter, 24 h; percent of 10 µM SAHA response; 360,000 tested, 0.56% active; activation, % at 6 µM;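 active = activation above the average of all compounds screened plus 3 SD, cutoff fixed separately per campaign, cut at about 7.5% in these data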;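 note: 0% = DMSO wells and 100% = 10 µM SAHA wells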
hcDAF-12 act: H. contortus DAF-12 activation, primary screen; HEK293 hcDAF-12 lit1-tk-luc reporter, luminescence; 0% DMSO, 100% Δ7-dafachronic acid; activation, % at 6.8 µM; 370,000 tested, 1.4% active; AID 652067;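 active = activation above the mean of all tested compounds plus 3 SD, cut at about 5.5% in these data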;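 note: 100% = response to 3 µM Δ7-dafachronic acid high control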
GC-B act: GC-B (human) receptor activation. P20594. HEK293-GC-B cells, CNP EC30, cGMP TR-FRET; 0% at EC30 CNP, 100% saturating CNP. activation, % at 10 µM. 370,000 tested, 0.11% active. AID 1920062;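 active = activation at 10 µM reaching about 35% in either raw or pattern-adjusted values, limit read from the data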
sPLA2-III inh: Inhibits HGIII-sPLA2 liposome hydrolysis, primary screen. Q9NZ20. QFRET BODIPY PC-A2 liposome hydrolysis, fluorescence. inhibition, % at 12.2 µM. 370,000 tested, 0.56% active. AID 743126;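 active = inhibition above mean plus 3 SD of compounds lying within the high and low control bounds, cut at about 19% in these data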;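 note: 0% = median of test compound wells and 100% = no enzyme DMSO wells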
ADAM10 inh: inhibits human ADAM10 | AID 720582 | inhibition, % at 7 µM | O14672 | recombinant ADAM10, EDANS/DABCYL FRET peptide cleavage, 3 h | 370,000 tested, 0.62% active;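 active = inhibition above a per-campaign cutoff equal to the mean of compounds falling between control-based bounds plus 3 SD, cut at about 20% in these data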;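 note: 0% = DMSO wells while the 100% control is not disclosed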
DAX1 inh-1: blocks DAX1 repression of SF-1 activated StAR promoter; HEK293T StAR-luciferase reporter, SF-1/DAX-1 repression relief; inhibition, % at 6.8 µM; 370,000 tested, 1.1% active; AID 652010;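 active = inhibition above the mean over all tested compounds plus 3 SD, cut at about 3.6% in these data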;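 note: 0% = DAX-1 cells with DMSO and 100% = cells lacking DAX-1 with DMSO; higher inhibition means more luminescence from relief of DAX-1 repression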
GC-A act: GC-A (human) enzyme activation; HEK293 GC-A cells, cGMP TR-FRET, EC30 ANP; 0% at EC30 ANP, 100% saturating ANP; activation, % at 10 µM; 370,000 tested, 0.14% active; AID 1671463; in the data active = activation above about 40%
Target sequence (P16066 whole entry, looked up): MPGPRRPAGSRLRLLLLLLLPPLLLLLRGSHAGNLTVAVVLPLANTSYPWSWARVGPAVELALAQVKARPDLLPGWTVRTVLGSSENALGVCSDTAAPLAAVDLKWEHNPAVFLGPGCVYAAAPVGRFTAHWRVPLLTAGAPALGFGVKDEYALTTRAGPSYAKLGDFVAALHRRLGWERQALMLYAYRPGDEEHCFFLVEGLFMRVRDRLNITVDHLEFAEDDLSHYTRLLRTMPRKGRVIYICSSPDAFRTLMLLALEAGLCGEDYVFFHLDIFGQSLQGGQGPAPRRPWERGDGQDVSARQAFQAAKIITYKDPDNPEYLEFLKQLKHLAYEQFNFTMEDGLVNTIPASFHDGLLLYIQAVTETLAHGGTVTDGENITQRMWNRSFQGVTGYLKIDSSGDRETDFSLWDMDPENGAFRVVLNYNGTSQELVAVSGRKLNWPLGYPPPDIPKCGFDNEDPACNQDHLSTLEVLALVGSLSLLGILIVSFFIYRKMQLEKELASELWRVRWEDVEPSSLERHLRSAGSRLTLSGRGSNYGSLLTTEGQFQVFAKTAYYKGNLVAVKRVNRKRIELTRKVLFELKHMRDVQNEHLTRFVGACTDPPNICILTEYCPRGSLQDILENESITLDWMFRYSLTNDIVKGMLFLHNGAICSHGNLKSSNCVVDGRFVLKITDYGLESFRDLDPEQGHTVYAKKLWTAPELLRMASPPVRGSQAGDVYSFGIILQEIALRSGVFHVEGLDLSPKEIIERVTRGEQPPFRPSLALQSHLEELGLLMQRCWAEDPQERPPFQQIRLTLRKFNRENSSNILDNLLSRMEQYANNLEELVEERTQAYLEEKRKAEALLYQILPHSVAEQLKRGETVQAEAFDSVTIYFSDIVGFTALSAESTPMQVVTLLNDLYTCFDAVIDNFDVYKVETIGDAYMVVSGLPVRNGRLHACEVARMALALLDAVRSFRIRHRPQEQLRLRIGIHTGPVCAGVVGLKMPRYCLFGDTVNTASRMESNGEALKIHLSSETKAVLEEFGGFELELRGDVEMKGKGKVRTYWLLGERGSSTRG
SMARCA2 activ: activators of SMARCA2 function. 370,000 tested, 1% active. activation, % at 9.1 µM. MG213 cells, MMTV-luciferase reporter, dexamethasone, overnight; in the data active = activation above about 7.8%;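 note: 0% = vehicle wells and 100% = reference activator wells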
DAX1 inh-2: inhibits human nuclear receptor DAX1. P51843. HEK293 Gal4-DAX1 luciferase reporter, luminescence. inhibition, % at 6.75 µM. 340,000 tested, 0.99% active. AID 504766;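 active = inhibition above the mean over all tested compounds plus 3 SD, cut at about 4.2% in these data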;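 note: 0% = DAX1-transfected cells with DMSO and 100% = empty-vector control cells with DMSO; inhibition shows as a rise in luminescence from relieved DAX1 repression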
* = called active by the depositor; x = not tested or not shown.

The line under a structure holds: SMARCA2 activ	hgDAF-12 ag	GC-B act	FXN GAA850 act	ssDAF12 agonist	sPLA2-III inh	DAX1 inh-1	GC-A act	hcDAF-12 act	DAX1 inh-2	ADAM10 inh
CCCS(=O)(=O)N1CCCC(C(=O)NC(C)c2ccc3c(c2)OCCO3)C1 (configuration not stated)
 : 0	-1.6	2	-0.7	-0.9	11	-0.1	-4	-0.8	0.2	-5
CC1C(=O)N2CCCc3cc(S(=O)(=O)N4CCN(c5ccc(F)cc5)CC4)cc1c32 (configuration not stated)
 : -2	0.6	-4	-0.1	-1.2	-14	-0.4	-8	-0.1	0.1	-2
CCc1ccccc1NC(=O)C1CCN(C(=O)N2CCOc3ccccc32)CC1
 : -2	-2.2	-1	-2.6	-0.9	7	-0.3	-4	-1.7	-0.3	-12
O=C(CSc1nnc(-c2ccc3c(c2)OCO3)o1)Nc1ncc(Cl)cc1Cl
 : -1	3.1	-1	0.6	-1.3	-18	0.6	2	1.8	-0.9	0
CC(Oc1ccccc1)C(=O)NNC(=O)c1cccs1 (configuration not stated)
 : -2	2.3	4	0.0	-1.0	0	0.1	-4	0.2	-0.6	2
COc1ccc(NC(=O)CSc2nnc(C3CCCCC3)n2N)c(OC)c1
 : -1	-0.8	-3	-1.2	-1.4	-3	1.9	0	1.5	0.6	0
Clc1ccccc1OCCCn1ccnc1
 : -1	0.2	-1	-0.5	1.4*	-3	-0.1	2	-1.6	3.4	0
CCOc1ccc(C(C)NC(=O)Nc2ccc(F)cc2F)cc1 (configuration not stated)
 : 4	-1.3	8	-1.3	-1.0	-4	-1.4	-1	-1.3	-0.2	10
COCCN1C[C@@H](CO)O[C@@H](n2cnc3c(NC4CCCC4)ncnc32)C1
 : 1	-1.0	5	1.3	-0.3	-1	0.2	-1	0.5	x	-5
O=C1N(Cc2ccc3c(c2)OCO3)c2ccccc2C1(O)c1c[nH]c2ccccc12 (configuration not stated)
 : -5	2.4	-7	-5.5	-0.8	-11	-0.1	-11	3.5	-0.3	-8
O=C(CN(C(=O)c1csnn1)c1ccc(F)c(Cl)c1)NCc1ccc(F)cc1
 : -1	0.2	-2	-2.2	-1.1	-4	-0.5	-1	-0.2	0.5	1
Cc1cccc(C(=O)NNC(=O)c2ccc(NC(=O)C(C)(C)C)cc2)c1
 : -2	-1.9	2	-3.0	-1.7	2	-0.5	3	-1.5	0.4	-4
Cc1cc(C)c(S(=O)(=O)c2ccccc2Cl)c(Cl)n1
 : 0	0.9	1	-2.3	-1.1	-4	0.1	-1	-0.2	x	-7
O=C(N/N=C/c1ccccc1O)C1(O)c2ccccc2-c2ccccc21
 : 3	-0.5	2	-1.3	-1.6	-9	-0.2	7	-3.9	0.4	-54
Cc1sc2ncnc(OCC(=O)NC(C)C(C)C)c2c1C (configuration not stated)
 : -4	0.4	6	-0.7	-1.9	10	-0.5	1	-0.8	2.9	-9

Look-ups from the list.
Result of `O=C(N/N=C/c1ccccc1O)C1(O)c2ccccc2-c2ccccc21` under GC-B act: 2
Result of `O=C(CN(C(=O)c1csnn1)c1ccc(F)c(Cl)c1)NCc1ccc(F)cc1` under DAX1 inh-1: -0.5

Next section.
The line under a structure holds: SMARCA2 activ	hgDAF-12 ag	GC-B act	FXN GAA850 act	ssDAF12 agonist	sPLA2-III inh	DAX1 inh-1	GC-A act	hcDAF-12 act	DAX1 inh-2	ADAM10 inh
O=C(NCc1ccc2c(c1)OCO2)c1ccc(CS(=O)(=O)c2ccc(Br)cc2)o1
 : -2	-3.4	4	-1.7	-1.7	-4	-0.9	-2	-2.5	0.3	-6
CN(c1ccccc1)S(=O)(=O)c1ccc(C(=O)OCC(=O)N2CCOCC2)cc1
 : -1	-1.6	-5	0.7	-0.5	-8	-0.2	1	-1.2	-0.7	3
COc1ccc(NC(C)=O)cc1S(=O)(=O)Nc1ccc(OCc2ccccc2)cc1
 : 0	-2.4	-5	0.6	-1.0	-15	-0.2	-8	0.5	-1.2	8
CCN(C[C@H]1N[C@@](CC)(C(=O)OC)[C@H]2C(=O)N(C)C(=O)[C@@H]12)S(=O)(=O)c1ccc(OC(F)(F)F)cc1
 : -2	0.4	-1	1.1	-0.6	4	1.1	0	0.1	0.9	-6
O=C(O)C1=C2C(=O)Nc3cccc(c32)C2(C1)C(=O)Nc1ccccc12 (configuration not stated)
 : -2	0.1	-1	-1.4	0.5	-8	-1.3	-1	4.9	1.5	-27
CCc1ccc(CN(C)C(=O)c2cc(COc3c(F)cccc3F)on2)cc1
 : 3	1.5	-2	-1.2	-1.2	-10	0.0	-3	0.1	1.4	10
CC(Sc1ccc(S(=O)(=O)N2CCCCC2)cn1)C(N)=O (configuration not stated)
 : -2	-0.7	-5	0.5	-1.1	5	1.1	2	0.6	2.3	5
COc1ccc2nc3sc(C(=O)N4CCN(C)CC4)cc3cc2c1
 : 1	0.7	5	2.8	-1.4	-10	1.0	3	0.4	0.8	-122
C#CCNC(=O)C1=C[C@H](c2cn(C(C)=O)c3ccccc23)[C@@H](CCCO)[C@H](OCC)O1
 : 2	-0.7	-5	-1.5	-1.1	2	0.3	-3	0.1	1.6	1
O=C(NC(=S)N(CCCCO)C1CCCCC1)c1sc2ccccc2c1Cl
 : -3	-7.5	4	-3.9	-2.0	-8	-1.6	2	-4.6	-1.3	-51
CC1CCN(S(=O)(=O)c2ccc3c(c2)N(CC(=O)NCc2cccnc2)C(=O)CS3)CC1
 : -1	2.3	4	0.2	-0.7	3	0.4	2	2.8	-0.7	-4
CC1CC(C)CN(C(=O)Cn2c(=O)c3cccn3c3cccnc32)C1 (configuration not stated)
 : -1	-1.8	-3	2.6	-1.2	1	0.1	1	-1.0	0.2	-31
O=C(COC(=O)Cn1cnc2ccccc2c1=O)NCc1ccccc1Cl
 : -7	-0.1	-2	-0.4	-1.5	13	-0.5	0	-0.1	1.8	-19
NC(=O)c1cc(-c2ccccc2)nc2ccc(Br)cc12
 : -5	1.7	0	-2.1	-1.1	0	0.3	6	-2.3	x	2
CCOC(=O)n1n[n+]([O-])c2ccccc21
 : 1	0.6	5	1.5	-1.6	0	-0.6	2	0.2	-0.8	4
O=C(CSc1cccc[n+]1[O-])Nc1ccccc1Oc1ccccc1
 : 8.4*	-2.6	9	3.3	-0.9	4	0.6	0	-2.1	-0.8	-2
CCC1CC(C(=O)O)CC(=O)N1 (configuration not stated)
 : -4	-1.6	2	x	-1.1	10	-0.6	1	0.0	x	-25
Cc1cccc(C)c1NC(=S)N(Cc1ccccc1)Cc1cccs1
 : -2	-0.4	-2	-0.1	-1.6	-1	0.5	-13	-1.9	-0.2	3
Cc1ccc(NS(=O)(=O)c2cc3c(cc2C)NC(=O)CO3)cc1
 : -2	-2.6	6	0.3	-0.9	-10	-0.6	-1	0.9	0.7	-9
CC(O)c1ccc2c(c1)OCCOCCN(C)CCOCCO2 (configuration not stated)
 : 2	0.0	3	-2.2	-1.2	0	-0.4	4	-0.5	1.9	-4
O=C(CSc1nc(-c2ccccc2Cl)ns1)Nc1ccc2c(c1)OCO2
 : 7	3.9	-1	3.4	-0.5	-5	0.1	5	-1.0	0.2	13
COc1cccc(CCNS(=O)(=O)c2c(C)n[nH]c2C)c1
 : 2	1.2	6	x	-1.2	4	0.4	2	-0.4	x	2
CCOc1ccccc1Nc1ncccc1C(=O)O
 : -1	0.5	-2	-1.9	-1.7	-3	0.0	1	-0.7	0.5	1
COc1ccc(CN(CC(=O)NCc2ccc(F)cc2)C(=O)c2ccco2)cc1
 : -1	-1.8	-4	1.4	-0.8	2	-0.3	1	-1.2	0.5	-5
O=S(=O)(Nc1ccc(Cl)c(Cl)c1)N1CCOCC1
 : -1	-0.8	-4	-2.0	-0.5	1	-0.6	4	-2.3	0.5	-8
NC(=O)c1ccsc1NC(=O)COC(=O)CSc1ccc(Cl)cc1
 : -2	2.1	1	-0.6	-0.1	-3	0.2	6	-0.3	0.2	3
Cc1ccc(Cc2c(C3CCCCC3)nc3ccc(Cl)cn23)cc1
 : 0	5.7	2	x	0.8	1	1.1	4	1.3	x	-27
Cc1ccc(SCc2nn(C)c(Cl)c2C=O)cc1
 : 4	8.6	-5	4.3	-1.5	-2	0.6	0	0.6	3.0	-2
O=C(N/N=C/c1ccccc1C(=O)O)C(=O)N1CCCCC1
 : 0	-2.9	0	3.4	-0.8	8	0.6	-1	-0.1	0.4	-3
O=C(CN1CCN(S(=O)(=O)c2ccc(Br)cc2)CC1)N/N=C/c1ccc(Br)s1
 : -4	-1.4	2	-1.2	-1.9	-14	-1.1	-5	-0.8	-1.8	5
CCn1c(=N)n(CCO)c2ccccc21
 : 1	-1.0	2	0.1	-1.6	2	-0.5	-1	-0.6	0.8	7
COc1ccccc1NC(=O)c1ccc(NC(=O)c2nc3nccc(C)n3n2)cc1
 : -2	-2.5	-6	0.7	-1.3	6	-0.1	-3	-2.5	0.3	-8
CC(OC(=O)CCc1c[nH]c2ccccc12)C(=O)c1ccccc1 (configuration not stated)
 : 3	-3.5	6	1.2	-1.0	-83	-0.3	-3	-0.7	0.7	12
CSc1cccc(NC(=O)c2cnccn2)c1
 : 2	1.0	1	3.1	-0.8	2	1.4	1	0.6	0.1	9
CCCC(=O)N(c1ccc2oc(=O)sc2c1)S(=O)(=O)c1ccccc1
 : 1	-2.7	6	5.3	-1.1	-15	0.7	2	1.6	1.1	-5
CCSCc1nnc(SCC(=O)Nc2cccc(C(C)=O)c2)n1C
 : 1	1.0	6	0.8	-1.9	-1	0.6	0	-1.6	2.2	-1
CCOC(=O)c1cnc2c(ccc3ccccc32)c1NCCCN(C)C
 : 19*	13*	-9	2.7	0.2	9	1.4	12	2.4	8.1*	-92
O=C(NCCN1C(=O)S/C(=C\c2ccccc2F)C1=O)C1CC(=O)N(Cc2ccccc2)C1 (configuration not stated)
 : -1	0.9	3	1.6	-1.7	-5	-0.8	-5	-0.2	-0.2	-2
CCOc1ccc(NC(=O)CN(C)C(=O)c2ccc3nc(CC)c(CC)nc3c2)cc1OCC
 : -1	0.1	1	1.1	-0.9	-9	-0.1	2	-0.1	-0.1	-6
O=C(CSc1ccc(Br)cc1)N1CCN(C(=O)c2ccco2)CC1
 : -3	3.6	-1	1.6	-1.6	-3	-0.5	0	-0.9	-1.2	-1
Cc1ccc(C(=O)N/C(=C\c2cccs2)C(=O)N2CCCCCC2)cc1
 : 0	0.3	4	0.6	-1.4	6	0.1	0	-1.5	-0.1	7
CCN1C[C@@H]2[C@@H]3C(=O)N(C)C(=O)[C@@H]3[C@](C)(C1=O)N2C(=O)c1ccc(F)cc1
 : 1	0.7	10	-0.1	-0.9	4	0.1	4	-1.1	-0.4	-3
Cc1ccc(NC(=O)COC(=O)Cc2ccsc2)c(C)c1
 : 0	-0.8	-2	3.8	-1.0	0	0.2	-5	-2.0	-0.2	2
Fc1ccc(NC(=S)N2CCCCC2)cc1
 : -1	0.5	-1	0.2	-0.6	4	1.3	3	-0.3	0.8	-9
O=S1(=O)[C@H]2C[C@@H]3C=C[C@@]2(CN1Cc1ccc(Cl)cc1)O3
 : 0	0.0	3	0.6	-1.3	2	0.3	0	-0.2	0.7	6
